PLAP inhibitors HTS: inhibition of human placental alkaline phosphatase – biochemical, luminescence, HTS (AID 690); hit rate 0.08% among 96,000; purified PLAP, luminescent substrate; higher % means a stronger effect; inhibition, % at 20 µM; hits with a dose series show IC50 in µM; in the data active = a potency from the dose series; inactive = the rest, 99 in 100 with inhibition below about 30%; note: strong numbers were not always called active
Bcl-B TR3 displacers: displacers of TR3 peptide from Bcl-B, primary screen, selectivity assay for Bfl-1 inhibitor project, biochemical, fluorescence polarization | displacement, % at 20 µM; hits with a dose series show IC50 in µM | hit rate 0.11% among 96,000 | FP displacement of FITC-TR3 peptide from Bcl-B; higher % means a stronger effect;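 active = displacement above 50% at 20 µM plus a fluorescence interference ratio under 1.5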;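 note: plate controls were wells without compound for no effect and wells lacking Bcl-B protein for full effect; a part of the inactive calls stands beside numbers as strong as those of hits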
NFkB transloc inh: blocks IL-1B driven NFkB nuclear translocation in HUVEC cells | hit rate 0.43% among 94,000 | AID 796 | HUVEC IL-1B NFkB p65 nuclear translocation imaging | inhibition, % at 2 µM;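 active = inhibition above about 30% together with a positive call from visual inspection of the well image, limit read from the data; inconclusive = inhibition above a set limit but visual check negative; inactive = inhibition not above a set limit, visual check negative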;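 note: nuclear over cytoplasmic p65 intensity ratio measured by imaging; 0% = IL-1B stimulated DMSO wells and 100% = unstimulated DMSO wells; values of inactives mirror those of a sister screen read the other way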
MRP reversal: compounds reversing MRP-mediated drug resistance; differential viability (reversal), % at 10 µM; AID 602; hit rate 0.04% among 85,000; H69AR cells + 2 uM doxorubicin, CellTiter-Glo, 72 h;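 active = viability drop by adding the cancer drug above about 55%, with treated viability meeting a 40% cutoff, limit read from the data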;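 note: viability without doxorubicin minus viability with 2 µM doxorubicin for each compound; larger differential means the compound sensitizes cells more to doxorubicin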
IL1B NFkB pot: enhances IL-1B driven NFkB nuclear translocation | HUVEC IL-1B NFkB p65 nuclear translocation imaging | activation, % at 2 µM | hit rate 0.3% among 94,000;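 active = activation above 40%, about the mean plus 3 SD, also judged a hit on visual image review; inconclusive = activation above 40% but not a hit on visual review; inactive = activation not above 40% and no visual hit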;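 note: percent activation is computed from the nuclear over cytoplasmic p65 intensity ratio; values of inactives mirror those of a sister screen read the other way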
MRP reversal cytotoxicity: recorded beside MRP reversal, whose call it bears; viability, %; H69AR cells, CellTiter-Glo, 72 h; measured here: cytotoxicity without doxorubicin
MRP reversal with doxorubicin: also measured in MRP reversal; calls as there; viability, %; measured here: viability with 2 uM doxorubicin; stronger effect = lower value
NFkB transloc inh cell count 2 µM: second read-out of NFkB transloc inh, no call of its own (marks repeat the call); cell count; measured here: cells passing quality filter;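 raw number of nuclei counted in each imaged well without normalization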
IL1B NFkB pot cell count 2 µM: second read-out of IL1B NFkB pot, no call of its own (marks repeat the call); cell count; measured here: cells passing quality filter
* = called active by the depositor; ? = inconclusive; / = no result given. Some of the compounds tested; count on the stated rates, not on these rows.

Sequence of screens: PLAP inhibitors HTS	Bcl-B TR3 displacers	NFkB transloc inh	NFkB transloc inh cell count 2 µM	MRP reversal	MRP reversal cytotoxicity	MRP reversal with doxorubicin	IL1B NFkB pot	IL1B NFkB pot cell count 2 µM
1	Cn1c(-c2ccccc2)cnc1SCC(=O)NCc1ccco1
→ 5.9%	-9.7%	3.5	69	0.0	78.9	78.9	-3.5	69
2	COc1cccc(-c2nnc(SCC(=O)N3CCCc4ccccc43)o2)c1
→ 0.6%	-3.8%	-3.9	97	-0.8	83.5	84.4	3.9	97
3	CCN(CC)c1nc(Nc2ccccc2)nc(Oc2ccc(C(=O)OC)cc2)n1
→ -10.2%	-14.2%	1.3	169	1.2	82.8	81.6	-1.3	169
4	COc1ccc(NC(=O)C(c2ccccc2)N(C)C(=O)CNC(C)=O)cc1 (stereo not given)
→ -7.9%	3.1%	-1.3	159	-4.6	88.5	93.1	1.3	159
5	CCCn1c(SCC(=O)Nc2ccccc2N2CCCCC2)nc2c1c(=O)n(C)c(=O)n2C
→ -72.9%	-0.4%	-7.1	88	-3.1	66.2	69.4	7.1	88
6	Nc1c(S(=O)(=O)c2cccs2)c2nc3ccccc3nc2n1Cc1ccccc1
→ 8.2%	-9.9%	-10.9	150	-8.6	65.1	73.7	10.9	150
7	c1ccc(-c2csc(N3CCCCCC3)n2)cc1
→ 10.7%	-5.3%	-3.8	91	-7.6	102.0	109.6	3.8	91
8	O=C(O)CNC(=O)c1ccc(OC(F)F)cc1
→ 16.1%	-3.6%	-11.3	113	-15.6	89.0	104.7	11.3	113
9	CN(C(=O)c1ccno1)c1nnc(-c2cccnc2)s1
→ -0.8%	13.9%	10.7	139	7.1	102.8	95.7	-10.7	139
10	CC1CCN(CCOc2cc(Cl)ccc2Cl)CC1
→ 2.2%	0.5%	-4.6	164	-3.7	85.0	88.8	4.6	164
11	COc1c2occc2c(OC)c2c(=O)cc(C(F)(F)C(F)(F)F)oc12
→ -31.0%	2.2%	-7.6	103	3.3	107.1	103.8	7.6	103
12	Cc1cccc(/C=C2/SC(=O)N(Cc3ccccc3Cl)C2=O)n1
→ 4.8%	-0.2%	14.3	113	/	/	/	-14.3	113
13	Nc1ncnc2nc(SCc3ccccc3)[nH]c12
→ -98.2%	-1.1%	-33.6	147	-0.9	60.5	61.4	33.6	147
14	Cc1cccnc1NC(=O)C1CCN(S(=O)(=O)c2ccc3c(c2)CCC(=O)N3)CC1
→ -16.8%	-13.7%	-5.2	175	4.2	103.9	99.7	5.2	175
15	O=C(NCCN1CCCCC1)Nc1ccc(F)c(Cl)c1
→ -8.0%	0.0%	-14.4	160	-0.9	91.0	91.9	14.4	160
16	CCOC(=O)/C=c1\s/c(=C(\C#N)C(=O)NC)n(-c2ccccc2)c1=O
→ 7.0%	-18.6%	/	/	26.6	83.8	57.2	/	/
17	Cn1c(CNS(=O)(=O)c2ccc(Cl)cc2)n[nH]c1=S
→ 0.1%	0.3%	-3.9	123	/	/	/	3.9	123
18	COc1cc(NC(=O)CSCC(=O)Nc2cccc(C(F)(F)F)c2)c(Cl)cc1Cl
→ 4.6%	24.3%	1.4	144	/	/	/	-1.4	144
19	Cc1ccc2cc(CN(Cc3nnnn3Cc3ccco3)CC3CCCO3)c(=O)[nH]c2c1C (stereo not given)
→ -44.1%	3.8%	/	/	-8.2	87.2	95.4	/	/
20	Cc1ccc(Cl)cc1NC(=O)c1ocnc1C
→ 14.7%	5.8%	-11.0	107	-2.9	100.7	103.6	11.0	107
21	OCCNCC1(O)C2CC3CC(C2)CC1C3 (stereo not given)
→ 1.2%	10.4%	-10.6	87	/	/	/	10.6	87
22	O=[N+]([O-])C1=CC=C2C(=NC3(CCCCC3)N2O)C1=NC1CCCCC1
→ 17.0%	-0.9%	-4.5	111	/	/	/	4.5	111
23	CCOc1ccc(NC(=O)C2CCN(C(=O)NCc3ccccc3)CC2)cc1
→ 19.4%	-8.6%	3.9	130	20.8	106.1	85.3	-3.9	130
24	CC(C(=O)N1CCC(C(N)=O)CC1)N(c1ccc(Oc2ccccc2)cc1)S(C)(=O)=O (stereo not given)
→ -57.2%	1.1%	-28.4	46	10.4	90.8	80.4	28.4	46
25	NC1=NCc2ccccc21
→ 12.3%	-8.1%	16.5	197	2.9	95.8	92.9	-16.5	197
26	Nc1nc(Cl)cc(N2CCC(c3cc(-c4ccc(Cl)cc4)n[nH]3)CC2)n1
→ 15.0%	2.6%	-24.4	169	/	/	/	24.4	169
27	COc1ccc(CC(=O)NCc2ccccc2Cl)cc1S(=O)(=O)N1CCOCC1
→ /	13.4%	2.2	72	7.1	91.0	83.9	-2.2	72
28	Cc1ccccc1Cn1c2ccccc2c2cn[nH]c(=O)c21
→ -1.4%	0.8%	-6.8	65	/	/	/	6.8	65
29	CN1CCN(S(=O)(=O)c2ccc(NC(=O)c3ccc(F)cc3)cc2)CC1
→ 0.2%	6.7%	-14.4	131	2.6	85.8	83.2	14.4	131
30	O=C(NCc1ccccc1)c1c[nH]c2ccc(S(=O)(=O)Nc3ccc4c(c3)OCCO4)cc2c1=O
→ 9.3%	-2.4%	-15.7	112	1.9	95.3	93.5	15.7	112
31	CC(=O)OCCn1c(=O)c2cc3c(=O)n(CCOC(C)=O)c(=O)c3cc2c1=O
→ 15.5%	-6.7%	/	/	4.8	87.7	82.9	/	/
32	CCOC(=O)C1CCN(C(c2cc(OC)c(OC)c(OC)c2)c2sc3nc(C)nn3c2O)CC1 (stereo not given)
→ -33.2%	1.0%	/	/	20.1	104.2	84.1	/	/
33	CC1(C)NC(=O)N(CCOCCOc2c(Cl)cc(Cl)cc2Cl)C1=O
→ -4.1%	3.1%	-10.5	158	6.6	86.6	80.0	10.5	158
34	O=C1CCC(=O)N1CNc1ccccn1
→ 0.6%	-12.6%	1.9	107	19.8	109.0	89.2	-1.9	107
35	COc1ccccc1/C=C1\SC(=S)N(Nc2nc(C)cc(C)n2)C1=O
→ 0.7%	0.0%	-6.3	113	/	/	/	6.3	113
36	CCN(CC)CCN1C(=O)c2oc3ccccc3c(=O)c2C1c1ccc(F)cc1 (stereo not given)
→ -48.0%	-1.7%	2.6	74	10.3	94.0	83.7	-0.6	74
37	CC(C)c1nc(N2CCN(C(=O)c3ccccc3)CC2)c(C#N)c2c1COC(C)(C)C2
→ -48.3%	-16.5%	/	/	20.3	74.5	54.3	/	/
38	O=C1c2ccccc2C(=O)N1CC(O)COCc1ccccc1 (stereo not given)
→ 13.8%	24.4%	3.9	122	10.2	95.2	85.0	-3.9	122
39	CC(C)COC(=O)C1C(=O)CC(C)(O)C(C(=O)OCC(C)C)C1c1cccnc1 (stereo not given)
→ -48.7%	11.8%	0.4	146	-20.6	29.4	50.0	-0.4	146
40	CCc1nc(N)c(C#N)c(-c2cccc3ccccc23)c1C
→ /	/	13.2	80	2.6	101.3	98.7	-13.2	80
41	Cc1occc1C(=O)Nc1ccc2c(c1)OCCO2
→ 8.0%	-2.3%	11.3	126	2.6	92.5	89.9	-11.3	126
42	CCOc1cccc(SCc2noc(C(=O)NC(C)C)c2C(=O)O)c1
→ -4.4%	-1.6%	-11.0	160	/	/	/	11.0	160
43	O=C(NCCOc1ccccc1)C(c1ccccc1)c1ccccc1
→ -8.4%	2.9%	-2.6	111	/	/	/	2.6	111
44	COc1cc(OC)c(NC(=O)CCNS(=O)(=O)c2cc(Br)cnc2N)cc1Cl
→ -14.7%	-6.1%	-13.0	148	/	/	/	13.0	148
45	COCCNC(=O)C(c1ccc(O)cc1)N(Cc1ccco1)C(=O)CCC(=O)Nc1nccs1 (stereo not given)
→ -30.1%	3.9%	0.5	187	-4.9	94.5	99.4	-0.5	187
46	O=C(Nc1cc2c3c(c1)C1CCCC1CN3CC1CCCC21)c1ccc([N+](=O)[O-])cc1 (stereo not given)
→ 0.9%	13.3%	-43.1	143	/	/	/	?	/
47	CN(c1ccccc1)S(=O)(=O)c1cc(C(=O)c2nccn2C)ccc1Cl
→ -38.3%	12.4%	-2.0	127	12.9	91.0	78.1	2.0	127
48	COC(=O)c1cccc(NC(=O)CN2CCN(c3ccc(OC)cc3)CC2)c1
→ -54.1%	-0.7%	-1.6	113	5.2	90.5	85.2	1.6	113
49	O=C(Nc1ccc2nccnc2c1)c1cnccn1
→ 14.9%	-6.9%	-6.8	88	7.2	96.5	89.2	6.8	88
50	CCc1ccc(NC(=S)Nc2cccc(OC)c2)cc1
→ 21.5%	-4.5%	-13.2	177	/	/	/	13.2	177

Following part
Sequence of screens: PLAP inhibitors HTS	Bcl-B TR3 displacers	NFkB transloc inh	NFkB transloc inh cell count 2 µM	MRP reversal	MRP reversal cytotoxicity	MRP reversal with doxorubicin	IL1B NFkB pot	IL1B NFkB pot cell count 2 µM
51	O=C(OCn1nnc2ccccc2c1=O)c1ccc(Br)o1
→ /	/	-2.5	139	0.0	102.8	102.8	2.5	139
52	O=C(CSc1nc(N2CCCCC2)nc(N2CCCCC2)n1)Nc1nccs1
→ 16.6%	-14.4%	7.0	106	3.2	62.5	59.3	-7.0	106
53	COc1cc(Cl)cc(C2NC(=O)NC(C)=C2C(=O)NCc2ccccc2)c1O (stereo not given)
→ 1.5%	-6.4%	-21.4	119	7.1	89.8	82.7	21.4	119
54	CCOc1cccc(C(=O)Nc2nnc(-c3cccs3)s2)c1
→ 1.8%	-41.7%	-6.1	163	-41.2	62.1	103.2	6.1	163
55	O=C(Nc1ccc(Nc2ccccc2)cc1)c1ccc(Br)o1
→ 43.9%	-0.5%	-15.3	161	19.6	96.0	76.4	15.3	161
56	Cc1cc2cc(CNC(=O)Nc3ccccc3)ccc2n1C
→ /	/	-15.3	149	-10.7	89.9	100.5	15.3	149
57	CCC(C)NCCOCCOc1ccccc1-c1ccccc1 (stereo not given)
→ -29.6%	-7.0%	-3.7	102	/	/	/	3.7	102
58	CC(CN1CCN(C)CC1)OC(=O)c1ccccc1 (stereo not given)
→ -0.8%	-2.5%	-2.6	177	-17.1	76.2	93.2	2.6	177
59	CCOc1ccc(CNC(=O)CCn2c(=O)oc3ccccc32)cc1OC
→ 17.5%	-1.2%	12.7	161	/	/	/	-12.7	161
60	CCC(C)C(NC(=O)C1CCC(C)CC1)C(=O)NCc1cccnc1 (stereo not given)
→ /	/	3.5	150	18.1	107.7	89.6	-3.5	150
61	COc1cccc(C(=O)N2CCN(Cc3ccco3)CC2)c1OC
→ -2.5%	1.9%	2.4	109	-12.0	101.9	113.9	-2.4	109
62	C/C(N)=C(/C#N)C(=O)COC(=O)COc1ccc(Cl)cc1
→ -17.2%	-7.6%	-4.0	135	-1.0	99.8	100.7	4.0	135
63	Cc1ccccc1-c1nnc(SCC(=O)NC2CCCCC2)o1
→ /	/	-12.0	73	24.9	99.5	74.7	12.0	73
